LYP phosphatase: inhibitors of LYP phosphatase, biochemical, fluorescence intensity, uHTS (AID 1779); actives 0.054% (n = 290,000); recombinant LYP phosphatase, fluorescence intensity; higher % means a stronger effect; one-dose inhibition, % at 11.5 µM; IC50 in µM for titrated hits; in the data active = inhibition above about 50%;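 note: plate controls were vehicle with enzyme for no effect and no enzyme for full effect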
Dengue-2 NS5 capping: flavivirus cap methylation enzyme inhibition – biochemical, confirmation dose response, primary screen (AID 588689) | Dengue-2 NS5 methyltransferase capping enzyme assay, biochemical; higher % means a stronger effect | inhibition, % at 25 µM, or IC50 in µM where a hit was titrated | actives 0.3% (n = 340,000); in the data active = a potency from the dose series; inconclusive = inhibition above about 29% without an active follow-up result
NTR1 agonist: NTR1-driven beta-arrestin-GFP spot formation – imaging, U2OS cells, high content, primary screen (AID 493036). activation, % at 20 µM. P30989. actives 0.17% (n = 330,000). agonist mode;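 active = activation at or above 40% of the spot to cytoplasm intensity ratio, with at least 20 cells analyzed; inconclusive = wells under 20 cells, flagged as cytotoxic or low count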;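 note: 0% = DMSO without peptide and 100% = 100 nM NTR1 peptide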
Target sequence (P30989 whole entry, looked up): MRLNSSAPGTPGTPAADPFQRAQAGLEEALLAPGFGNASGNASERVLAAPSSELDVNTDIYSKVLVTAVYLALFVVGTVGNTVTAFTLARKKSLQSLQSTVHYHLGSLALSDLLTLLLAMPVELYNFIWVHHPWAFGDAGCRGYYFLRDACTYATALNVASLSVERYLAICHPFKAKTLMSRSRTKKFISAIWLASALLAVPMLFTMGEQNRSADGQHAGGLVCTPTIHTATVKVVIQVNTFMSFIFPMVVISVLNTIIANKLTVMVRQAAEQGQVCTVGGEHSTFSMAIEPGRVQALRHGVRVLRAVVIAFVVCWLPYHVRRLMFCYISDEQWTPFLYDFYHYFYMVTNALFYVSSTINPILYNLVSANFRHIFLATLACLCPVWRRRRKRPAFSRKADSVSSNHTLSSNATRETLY
RSV CPE inhibition: inhibition of RSV-induced cytopathic effect – HEp-2 cells, primary 10 µM value included (AID 2391). CPE inhibition, % at 10 µM; hits with a dose series show IC50 in µM. actives 0.13% (n = 310,000). HEp-2 cells, RSV-induced CPE inhibition; higher % means a stronger effect; in the data active = a potency from the dose series; inconclusive = CPE inhibition mostly from about 23% at the one dose, without a potency; inactive = the rest, 99 in 100 with CPE inhibition below about 21%; note: strong numbers were not always called active
AID2073: inhibitors of Mint1-CaV2.2 protein interaction, biochemical, HTRF (AID 2073); HTRF protein-protein interaction, Mint1-CaV2.2; higher % means a stronger effect; one-dose inhibition, % at 20 µM; IC50 in µM for titrated hits; actives 0.19% (n = 290,000); in the data active = inhibition mostly above about 51%, no sharp cut-off; inconclusive = no clear call, values can overlap the other calls; inactive = mostly below about 53%; note: some results filed as inactive read as strong as hits
Autophagy HCS: autophagy modulation, high-content screen; actives 0.98% (n = 190,000); MEF GFP-LC3 puncta imaging; test concentration mostly 10 µM; calls only at 10 µM (by protocol);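 active = percentage of spot-positive cells more than 3 SD above its plate mean, without a fluorescence outlier flag or 80% toxicity; inconclusive = no clear call, values can overlap the other calls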;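 note: spot-positive cell cutoff set from DMSO-treated cells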
WT yeast gro inh: growth inhibition of WT yeast, mitochondrial fusion screen | mitochondrial fusion phenotypic screen, WT strain | inhibition, % at 10 µM | actives 2.1% (n = 190,000) | AID 1362; in the data active = inhibition above about 58%; tested in S. cerevisiae
GPR35 antagonists: GPR35 antagonists blocking zaprinast-driven arrestin recruitment, primary screen, imaging, U2OS, beta-arrestin-GFP, zaprinast agonist (AID 2058); U2OS GPR35 beta-arrestin-GFP translocation imaging, zaprinast antagonism; higher % means a stronger effect; inhibition, % at 10 µM, or IC50 in µM where a hit was titrated; actives 0.052% (n = 290,000);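 active = inhibition of at least 50% with at least 30 cells and total cytoplasm GFP at most 10,000,000; inconclusive = under 30 cells or total GFP of 10,000,000 plus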
K1F lysis inhibition: inhibition of K1F phage lysis, E. coli UTI89, bacterial capsule biogenesis inhibitors, alamar blue (AID 488966); E. coli UTI89 K1F phage lysis, alamar blue, 2 h; higher % means a stronger effect; inhibition, % at 100 µM, or IC50 in µM where a hit was titrated; actives 0.02% (n = 340,000);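 active = phage lysis inhibition, versus mean bacterial control, above a set limit; inconclusive = no clear call, values can overlap the other calls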;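 note: capsule biogenesis inhibitors block K1F phage lysis so surviving cells raise fluorescence; higher fluorescence means more inhibition of phage lysis; actives were called in the ten point dose series up to 300 µM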
WT yeast gro inh mutant strain: second read-out of WT yeast gro inh, no call of its own (marks repeat the call); inhibition, %; mitochondrial fusion phenotypic screen, mutant strain inhibition
Autophagy HCS cell loss 18 h: second read-out of Autophagy HCS, no call of its own (marks repeat the call); toxicity, %; measured here: cell loss, nuclei count;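 cell loss after 18 h compound exposure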
NTR1 agonist cell count 20 µM: recorded beside NTR1 agonist, whose call it bears; cell count; measured here: cell count, cytotoxicity flag
* = called active by the depositor; [ ] = dose if it differs, or a comment.

`O=C(NC1CC1)C1=C[C@H](c2ccccc2)C[C@H](OCc2ccc(CO)cc2)O1` gave LYP phosphatase -7%, Dengue-2 NS5 capping -10%, NTR1 agonist -1.1, RSV CPE inhibition -0.6%, AID2073 6%, Autophagy HCS inactive, WT yeast gro inh -2, GPR35 antagonists -6%, K1F lysis inhibition 0.8%, WT yeast gro inh mutant strain 3, Autophagy HCS cell loss 18 h -1 and NTR1 agonist cell count 20 µM 72.
`CCOC(=O)c1c(C)nc2ccccc2c1C` gave LYP phosphatase -7%, Dengue-2 NS5 capping -3%, NTR1 agonist -0.8, RSV CPE inhibition 3.7%, AID2073 -1%, Autophagy HCS inactive, WT yeast gro inh -17, GPR35 antagonists 5%, K1F lysis inhibition 11%, WT yeast gro inh mutant strain -21, Autophagy HCS cell loss 18 h -2 and NTR1 agonist cell count 20 µM 44.
For Cc1c(C(N)=O)sc2ncn(CC(=O)N(C)C3CCCCC3)c(=O)c12 the results were LYP phosphatase -6%, Dengue-2 NS5 capping -4%, NTR1 agonist -2.1, RSV CPE inhibition 0.7%, AID2073 25%, GPR35 antagonists 8%, K1F lysis inhibition -0.1% and NTR1 agonist cell count 20 µM 59.
For CN(Cc1cccc(F)c1)C(=O)c1ccc(NS(=O)(=O)c2ccc3[nH]c(=O)[nH]c3c2)cc1 the results were Dengue-2 NS5 capping -7%, NTR1 agonist -0.3, RSV CPE inhibition -1.0%, K1F lysis inhibition 0.0%[50 µM] and NTR1 agonist cell count 20 µM 61.
O=C1CCCC2=C1Sc1ccc(Cl)cc1N2 was read as LYP phosphatase 6%, Dengue-2 NS5 capping 22%, NTR1 agonist 1.0, RSV CPE inhibition 6.1%, AID2073 -9%, GPR35 antagonists 10%, K1F lysis inhibition -0.6% and NTR1 agonist cell count 20 µM 52.
O=C(NCc1cccc(Cl)c1)C1CCC(=O)N(CCCN2CCCC2=O)C1 (stereo not given) was read as LYP phosphatase -12%, Dengue-2 NS5 capping -2%, NTR1 agonist 0.6, RSV CPE inhibition 1.8%, AID2073 3%, GPR35 antagonists -18%, K1F lysis inhibition 1.3%[50 µM] and NTR1 agonist cell count 20 µM 63.
`Cc1ccc([N+](=O)[O-])c(OCCN2CCc3ccccc3C2)c1` gave LYP phosphatase 2%, Dengue-2 NS5 capping -12%, NTR1 agonist -0.8, RSV CPE inhibition 4.2%, AID2073 -3%, GPR35 antagonists 0%, K1F lysis inhibition 0.1% and NTR1 agonist cell count 20 µM 51.
`COC(=O)c1ccc(CN(c2ccccc2Cl)S(C)(=O)=O)cc1` gave LYP phosphatase -8%, Dengue-2 NS5 capping -3%, NTR1 agonist 0.5, RSV CPE inhibition -0.2%, AID2073 -1%, Autophagy HCS inactive, WT yeast gro inh 16, GPR35 antagonists -5%, K1F lysis inhibition 0.6%, WT yeast gro inh mutant strain 8, Autophagy HCS cell loss 18 h 8 and NTR1 agonist cell count 20 µM 53.
For Cc1cc(SCc2ccccc2F)nc(=O)[nH]1 the results were LYP phosphatase -1%, Dengue-2 NS5 capping -16%, NTR1 agonist -0.1, RSV CPE inhibition 1.9%, AID2073 7%, GPR35 antagonists -6%, K1F lysis inhibition 0.3% and NTR1 agonist cell count 20 µM 62.
Screening Cc1ccc(-c2cc(C(=O)NCc3ccco3)c3ccccc3n2)s1 returned LYP phosphatase -9%, Dengue-2 NS5 capping 35%, NTR1 agonist 1.1, RSV CPE inhibition 8.5%, AID2073 47%, Autophagy HCS inactive, WT yeast gro inh 14, GPR35 antagonists 1%, K1F lysis inhibition 1.2%, WT yeast gro inh mutant strain 32, Autophagy HCS cell loss 18 h -16 and NTR1 agonist cell count 20 µM 60.
For Cc1ccc(-n2nc3c(c2NC(=O)c2cccs2)CSC3)cc1 the results were LYP phosphatase 1%, Dengue-2 NS5 capping 2%, NTR1 agonist 2.2, RSV CPE inhibition 15%, AID2073 22%, Autophagy HCS inactive, WT yeast gro inh 1, GPR35 antagonists -2%, K1F lysis inhibition 3.2%, WT yeast gro inh mutant strain 10, Autophagy HCS cell loss 18 h 2 and NTR1 agonist cell count 20 µM 55.
CCN1CCN(CCC(=O)Nc2ccc(Br)cc2)CC1 was read as LYP phosphatase -8%, Dengue-2 NS5 capping -18%, NTR1 agonist 0.1, RSV CPE inhibition -2.9%, AID2073 11%, Autophagy HCS inactive, WT yeast gro inh 6, GPR35 antagonists -18%, K1F lysis inhibition -0.3%, WT yeast gro inh mutant strain -12, Autophagy HCS cell loss 18 h 1 and NTR1 agonist cell count 20 µM 16.

The list goes on (2 carried over from the part before).
For Cc1ccc(-n2nc3c(c2NC(=O)c2cccs2)CSC3)cc1 the results were LYP phosphatase 1%, Dengue-2 NS5 capping 2%, NTR1 agonist 2.2, RSV CPE inhibition 15%, AID2073 22%, Autophagy HCS inactive, WT yeast gro inh 1, GPR35 antagonists -2%, K1F lysis inhibition 3.2%, WT yeast gro inh mutant strain 10, Autophagy HCS cell loss 18 h 2 and NTR1 agonist cell count 20 µM 55.
CCN1CCN(CCC(=O)Nc2ccc(Br)cc2)CC1 was read as LYP phosphatase -8%, Dengue-2 NS5 capping -18%, NTR1 agonist 0.1, RSV CPE inhibition -2.9%, AID2073 11%, Autophagy HCS inactive, WT yeast gro inh 6, GPR35 antagonists -18%, K1F lysis inhibition -0.3%, WT yeast gro inh mutant strain -12, Autophagy HCS cell loss 18 h 1 and NTR1 agonist cell count 20 µM 16.
For O=S(=O)(c1cccc(-c2nnc(SCc3ccc(Cl)cc3)o2)c1)N1CCCCC1 the results were LYP phosphatase 9%, Dengue-2 NS5 capping -5%, NTR1 agonist -0.1, RSV CPE inhibition 6.9%, AID2073 inconclusive, Autophagy HCS inactive, WT yeast gro inh -6, GPR35 antagonists 1%, K1F lysis inhibition -2.1%, WT yeast gro inh mutant strain -7, Autophagy HCS cell loss 18 h -16 and NTR1 agonist cell count 20 µM 52.
For CCOc1ccc(NC(=O)[C@@H]2CCC(=O)N2C2OC(=O)c3ccccc32)cc1 (stereo not given in full) the results were LYP phosphatase -7%, Dengue-2 NS5 capping -1%, NTR1 agonist -0.8, RSV CPE inhibition 1.6%, AID2073 7%, GPR35 antagonists 2%, K1F lysis inhibition 1.7% and NTR1 agonist cell count 20 µM 91.
For Cc1ccc(-n2c3c(cc(C(=O)NCCCN4CCOCC4)c2=O)C(=O)CC(C)(C)C3)cc1 the results were LYP phosphatase -7%, Dengue-2 NS5 capping 3%, NTR1 agonist 0.7, RSV CPE inhibition -0.1%, AID2073 -4%, WT yeast gro inh 17, GPR35 antagonists 6%, K1F lysis inhibition 1.3%, WT yeast gro inh mutant strain 2 and NTR1 agonist cell count 20 µM 55.
`CCNc1nc(C)c(CN(C(C)=O)c2ccccc2)nc1C#N` gave LYP phosphatase 14%, Dengue-2 NS5 capping -4%, NTR1 agonist -0.7, RSV CPE inhibition 2.6%, AID2073 8%, Autophagy HCS inactive, WT yeast gro inh -7, GPR35 antagonists 7%, K1F lysis inhibition 1.6%[50 µM], WT yeast gro inh mutant strain -13, Autophagy HCS cell loss 18 h 10 and NTR1 agonist cell count 20 µM 71.
Screening Cc1ccc(C)c(OCc2cc(C(=O)NC(c3ccccn3)C(F)(F)F)no2)c1 (stereo not given) returned LYP phosphatase 0%, Dengue-2 NS5 capping -4%, NTR1 agonist 2.0, RSV CPE inhibition 9.0%, AID2073 -1%, GPR35 antagonists -6%, K1F lysis inhibition 0.0% and NTR1 agonist cell count 20 µM 55.
For COc1ccc(C(=O)/C(=C/O)N=Nc2ccc(F)cc2)cc1 the results were LYP phosphatase -1%, Dengue-2 NS5 capping -3%, NTR1 agonist 7.4, RSV CPE inhibition 0.0%, AID2073 27%, Autophagy HCS inactive, WT yeast gro inh -5, GPR35 antagonists 6%, K1F lysis inhibition -3.3%, WT yeast gro inh mutant strain -5, Autophagy HCS cell loss 18 h -2 and NTR1 agonist cell count 20 µM 90.
For CC(Cc1ccccc1)NC(=O)C1(c2ccccc2)CCOCC1 (stereo not given) the results were LYP phosphatase -2%, Dengue-2 NS5 capping -13%, NTR1 agonist 0.8, RSV CPE inhibition 2.3%, AID2073 8%, Autophagy HCS inactive, WT yeast gro inh -8, GPR35 antagonists 8%, K1F lysis inhibition 2.0%, WT yeast gro inh mutant strain 7, Autophagy HCS cell loss 18 h -7 and NTR1 agonist cell count 20 µM 82.
c1ccc(OCCN2CCN(Cc3nc(-c4ccc5c(c4)OCO5)no3)CC2)cc1 was read as LYP phosphatase -8%, Dengue-2 NS5 capping -4%, NTR1 agonist 0.3, RSV CPE inhibition 2.0%, AID2073 -2%, Autophagy HCS inactive, WT yeast gro inh 14, GPR35 antagonists -8%, K1F lysis inhibition 0.1%, WT yeast gro inh mutant strain 20, Autophagy HCS cell loss 18 h 12 and NTR1 agonist cell count 20 µM 96.
Screening COc1ccc(C)cc1NC(=O)CSc1nnc(CC(=O)Nc2ccccc2C)n1C returned LYP phosphatase -5%, Dengue-2 NS5 capping 3%, NTR1 agonist -0.5, RSV CPE inhibition 2.3%, AID2073 -2%, Autophagy HCS inactive, WT yeast gro inh 3, GPR35 antagonists 4%, K1F lysis inhibition 4.7%, WT yeast gro inh mutant strain -10, Autophagy HCS cell loss 18 h -11 and NTR1 agonist cell count 20 µM 71.
For O=C(O)c1cc(N/N=C/c2cccnc2)ccc1Cl the results were LYP phosphatase -2%, Dengue-2 NS5 capping -3%, NTR1 agonist -1.6, RSV CPE inhibition 1.6%, AID2073 28%, GPR35 antagonists 3%, K1F lysis inhibition 0.3% and NTR1 agonist cell count 20 µM 67.
CCOC(=O)N1CCN(C(=O)Nc2ccc(NC(=O)N3CCN(C(=O)OCC)CC3)cc2)CC1 was read as LYP phosphatase -6%, Dengue-2 NS5 capping -6%, NTR1 agonist 0.6, RSV CPE inhibition -0.9%, AID2073 -6%, Autophagy HCS inactive, WT yeast gro inh -6, GPR35 antagonists 15%, K1F lysis inhibition 0.5%, WT yeast gro inh mutant strain -3, Autophagy HCS cell loss 18 h -8 and NTR1 agonist cell count 20 µM 30.
For Cc1cnc(=O)[nH]c1SCc1ccc(C(F)(F)F)cc1 the results were LYP phosphatase -5%, Dengue-2 NS5 capping 0%, NTR1 agonist 2.3, RSV CPE inhibition 1.5%, AID2073 2%, GPR35 antagonists 12%, K1F lysis inhibition -0.2% and NTR1 agonist cell count 20 µM 77.
Screening O=C(c1ccc2[nH]ccc2c1)N1CCCC(Nc2ccccc2)C1 (stereo not given) returned LYP phosphatase 0%, Dengue-2 NS5 capping -3%, NTR1 agonist 1.3, RSV CPE inhibition 3.2%, AID2073 -4%, GPR35 antagonists -3%, K1F lysis inhibition 0.3% and NTR1 agonist cell count 20 µM 53.
CC1(NC(=O)NCc2ccccc2)CCS(=O)(=O)C1 (stereo not given) was read as LYP phosphatase -9%, Dengue-2 NS5 capping -3%, NTR1 agonist -0.8, RSV CPE inhibition 1.2%, AID2073 -11%, Autophagy HCS inactive, WT yeast gro inh -23, GPR35 antagonists 13%, K1F lysis inhibition 0.0%, WT yeast gro inh mutant strain -14, Autophagy HCS cell loss 18 h 7 and NTR1 agonist cell count 20 µM 82.

Compound activity deposited in PubChem by several laboratories.
